# PI4K2A inh: qHTS for small molecular inhibitors of PI4K2A. Phosphatidylinositol 4-kinase type 2-alpha (Homo sapiens), Q9BTU6. purified PI4K2A, ADP-Glo luminescence, 1 h; hits give low values. activity change, negative = inhibition, % at 76.9 µM. 420,000 tested, 0.13% active. AID 1346378, 2018; in the data active = activity change below about -50%; inconclusive = mostly about -30% to -49%;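 also: -100% = wells without enzyme as full effect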
#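 ADP-Glo luminescence measured ADP generated by PI4K2A enzyme (4 ug/mL before mixing) with 1.2 mM PI substrate (pre-mix) and 300 microM ATP (pre-mix). Tris pH7.5 buffer with MgCl2, Triton X-100; 1 h reaction at ambient temperature.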
# HP1b binding inh: HTS for Inhibitors of HP1-beta Chromodomain Interactions with Methylated Histone Tails; 390,000 tested, 0.56% active; Chromobox protein homolog 1 (Homo sapiens), P83916; AID 540317, 2011; Potency, µM (doses to about 114 µM), for inactives: top-dose activity change, negative = inhibition, usual class: inhibitors; AlphaScreen HP1-beta / biotin-H3K9me3 peptide binding; also: potency is read from the fitted curve at half-maximal effect; nearly all actives have a fitted effect of over 70% in size; inactives centre near 23
#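 AlphaScreen: HP1-beta (50 nM) preformed 30 min with biotin-H3(1-18)K9me3 peptide (50 nM) in PBS pH 7.4, 0.01% Tween-20. Compound added for 30 min at RT, then streptavidin donor/nickel chelate acceptor beads (10 ug/mL) for 30 min.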
# JMJD2A Tudor inh: qHTS Assay for Inhibitors of JMJD2A-Tudor Domain. Lysine-specific demethylase 4A (Homo sapiens), O75164. AlphaScreen JMJD2A-Tudor / H3K4me3 peptide binding. Potency, µM (top dose mostly 114 µM), for inactives: at the top dose activity change, negative = inhibition, hits mostly inhibitors. 390,000 tested, 4.4% active; also: potency is read from the fitted curve at half-maximal effect; % is scaled to controls: 0 for no effect and ±100 for the full control effect; nearly all actives have a fitted effect of over 50% in size
# G9a block: qHTS Assay for Inhibitors of Histone Lysine Methyltransferase G9a; Histone-lysine N-methyltransferase EHMT2 (Homo sapiens), Q96KQ7; Potency, µM (titrated, usually from 102 µM), without a hit: at the highest dose activity, negative = inhibition, usual class: inhibitors; AID 504332, 2011; G9a H3K9 monomethylation, AlphaScreen, 2 h; 350,000 tested, 8.8% active; also: potency is read from the fitted curve at half-maximal effect; % is scaled to controls: 0 for no effect and ±100 for the full control effect; nearly all actives have a fitted effect of over 75% in size
# Target sequence (Q96KQ7 913-1193 limits assumed): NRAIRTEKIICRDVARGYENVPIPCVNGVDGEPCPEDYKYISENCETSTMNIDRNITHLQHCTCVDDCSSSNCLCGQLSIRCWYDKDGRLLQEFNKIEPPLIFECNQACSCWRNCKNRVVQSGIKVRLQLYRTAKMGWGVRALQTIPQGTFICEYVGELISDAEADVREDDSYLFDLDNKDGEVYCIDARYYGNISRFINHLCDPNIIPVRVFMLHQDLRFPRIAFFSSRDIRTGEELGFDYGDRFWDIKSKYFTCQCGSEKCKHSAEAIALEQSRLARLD
#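 Chemiluminescent proximity detection of H3K9 monomethylation, read after 10 min bead incubation in the dark. Reaction: 20 nM G9a, 500 nM biotin-H3K9 peptide, 20 uM SAM cofactor, 2 h, room temperature, following 15 min enzyme-compound preincubation.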
# Pin1 inh: qHTS Assay to Find Inhibitors of Pin1; Peptidyl-prolyl cis-trans isomerase NIMA-interacting 1 (Homo sapiens), Q13526; Pin1 FP peptide displacement, HiFluor488, 10 min; Potency, µM (series often up to 115 µM), inactives show at the top dose activity, negative = inhibition, most hits filed as inhibitors; 390,000 tested, 0.009% active; active = well fitted inhibition curve with a large enough effect in the polarisation, with a control signal flat, not every such curve was filed as active; inconclusive = small, poorly fitted or top-dose-only effect, or effect the other way, or a change in a side signal; inactive = no such curve, though single readings can be large or run the other way; the % refers to the polarisation; also: potency is read from the fitted curve at half-maximal effect; % is scaled to controls: 0 for no effect and ±100 for the full control effect
# BAZ2B inh: qHTS Assay for Inhibitors of BAZ2B; 360,000 tested, 4.4% active; Potency, µM (top dose mostly 114 µM), inactives show at the highest dose activity change, negative = inhibition, actives largely listed as inhibitors; AID 504333, 2011; AlphaScreen BAZ2B-H3K14Ac peptide displacement; also: potency is read from the fitted curve at half-maximal effect; % is scaled to controls: 0 for no effect and ±100 for the full control effect; nearly all actives have a fitted effect of over 60% in size
#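 BAZ2B (50 nM) with biotin-H3(5-23)K14Ac peptide (50 nM) in PBS pH 7.4, 0.01% Tween-20, preformed 30 min, then compound 30 min at room temperature; top concentration 110uM. AlphaScreen streptavidin donor/nickel chelate acceptor beads (10 ug/mL final), 20 min dark, signal read.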
# PGK inhibitor: qHTS Assay to Find Inhibitors of Phosphoglycerate Kinase; Phosphoglycerate kinase, glycosomal (Trypanosoma brucei brucei), P07378; PGK/GAPDH coupled, Kinase-Glo luminescence, 60 min; Potency, µM (highest dose often 57.5 µM), for inactives: at the highest dose activity change, negative = inhibition, hits mostly inhibitors; 380,000 tested, 0.043% active; AID 602233, 2012; also: potency is read from the fitted curve at half-maximal effect; % is scaled to controls: 0 for no effect and ±100 for the full control effect; nearly all actives have a fitted effect of over 60% in size
#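 Recombinant glycosomal PGK reaction used 1,3-bisphosphoglycerate generated in-well by GAPDH (100nM final) in 100mM TEA pH 7.6, 5mM MgCl2, 0.01% Tween-20. After 60 minutes at room temperature, ATP was read by Kinase-Glo Plus luminescence end-point.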
# ERG-DNA inh: qHTS for Small Molecule Inhibitors of the ERG Ets/DNA interaction; Potency, µM (highest dose often 76.9 µM), without a hit: top-dose FP activity, negative = inhibition, usual class: inhibitors; 370,000 tested, 0.028% active; AID 624246, 2012; Transcriptional regulator ERG (Homo sapiens), P11308; fluorescence polarization, His-ERG Ets domain / labelled DNA; active = well fitted inhibition curve with a large enough effect in the polarisation, with a control signal flat; inconclusive = small, poorly fitted or top-dose-only effect, or effect the other way, or a change in a side signal; inactive = no such curve, though single readings can be large or run the other way; the % refers to the polarisation;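 also: polarization taken with two DNA probes labelled with fluorescein and Texas red; potency is read from the fitted curve at half-maximal effect; % of control where 0% means no effect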
#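 His-tagged ERG Ets domain (1 uM in the protein solution; 300mM KCl, 50mM Tris-HCl, 1mM EDTA, 1mM DTT, pH 7.5) received compound, then a probe mix of 5 nM fluorescein-DNA and 100nM Texas-615-DNA. Fluorescence polarization was read for both dyes.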
# GLS inhibitor: qHTS for Inhibitors of Glutaminase (GLS); AID 624170, 2012; Potency, µM (titrated, usually from 45.5 µM), for inactives: top-dose activity change, negative = inhibition, hits mostly inhibitors; Glutaminase kidney isoform, mitochondrial (Homo sapiens), O94925; 410,000 tested, 0.21% active; GLS enzymatic activity, qHTS titration; also: potency is read from the fitted curve at half-maximal effect; % is scaled to controls: 0 for no effect and ±100 for the full control effect
# Target sequence (O94925 whole entry, looked up, canonical isoform): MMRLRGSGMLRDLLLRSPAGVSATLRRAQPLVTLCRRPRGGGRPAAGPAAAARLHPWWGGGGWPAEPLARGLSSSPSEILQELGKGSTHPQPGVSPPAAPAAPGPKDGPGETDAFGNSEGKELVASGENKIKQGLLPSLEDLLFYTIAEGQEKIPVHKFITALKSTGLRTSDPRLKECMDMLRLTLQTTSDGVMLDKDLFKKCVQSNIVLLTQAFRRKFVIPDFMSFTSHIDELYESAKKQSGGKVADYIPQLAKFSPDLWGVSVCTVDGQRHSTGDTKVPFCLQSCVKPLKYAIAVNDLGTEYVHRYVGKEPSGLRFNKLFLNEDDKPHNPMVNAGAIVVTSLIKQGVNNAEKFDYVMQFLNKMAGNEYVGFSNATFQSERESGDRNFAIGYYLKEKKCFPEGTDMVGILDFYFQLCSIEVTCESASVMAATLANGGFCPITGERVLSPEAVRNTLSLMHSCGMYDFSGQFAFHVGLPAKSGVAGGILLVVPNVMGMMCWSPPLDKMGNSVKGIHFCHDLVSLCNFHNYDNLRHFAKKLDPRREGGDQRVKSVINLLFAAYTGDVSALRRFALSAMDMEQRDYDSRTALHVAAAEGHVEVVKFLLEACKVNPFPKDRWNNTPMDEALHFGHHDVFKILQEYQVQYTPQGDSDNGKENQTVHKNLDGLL
#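 hKGA; 45 mM KH2PO4 pH 8.2 + 0.02% Tween-20; cpd via pin tool; 1 mM Gln soln; GluOx/HRP/Amplex Red; RT 30 min; fluor. t0 & final.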
# Active calls of the source: *; i = inactive; u = inconclusive; x = not tested or not shown; & = joins results of further samples; [ ] = dose if it differs, or a comment. Unless noted, calls follow the shape of the dose curve; as a rule, active = well fitted curve in the direction sought with a large enough effect; inconclusive = small, poorly fitted or top-dose-only effect, or another doubt; inactive = no such curve, though single readings can be large; an effect the other way counts as inactive or inconclusive. The order is random; about 11% have a hit in one of these screens.
item	SMILES	PI4K2A inh	HP1b binding inh	JMJD2A Tudor inh	G9a block	Pin1 inh
1	COC(=O)c1cc(C#N)c(Oc2ccccc2)nc1C	-4	81%[activator]	16%	x	-7%
2	C/C(CCc1ccccc1)=N/NC(=O)C(=O)NC(C)c1ccccc1 (stereo unspecified)	5	13%	-3%	-2%	0%
3	Cc1cc(NC(=O)CSc2nnc(-c3ccc([N+](=O)[O-])cc3)o2)no1	-7	47%[activator]	89µM*	77%[activator]	0%
4	Nc1o[nH]c(=O)c1C1CCCCC1	-13	11%[57 µM]	-3%	x	0%
5	Nc1nc2ccccc2n1C(=O)c1ccc(F)cc1	-13	1%	-18%	u	-11%
6	CN(C)c1ccc(-c2nc(-c3cccs3)c(-c3cccs3)[nH]2)cc1	0	-21%	u	8.9µM*	6%
7	Cc1ccnc2nc(C(=O)NCCc3ccc(F)cc3)nn12	-10	18%	-17%	1%	-3%
8	COC(=O)c1ccc(Nc2nnc(-c3ccc(C)c(S(=O)(=O)NCC4CCCO4)c3)c3ccccc23)cc1 (stereo unspecified)	1	25%	-3%	16%[59 µM]	23%
9	CCCCCCCCC(=O)Nc1cc(C)ccc1OC	0	287%[activator]	115%[activator]	65%[activator][59 µM]	2%
10	CCN(CC)c1nc(C#N)cc(-c2ccc(OC)cc2)n1	2	x	289%[activator]	x	6%
11	O=C(Nc1ccc(N2CCOCC2)cc1)c1ccc([N+](=O)[O-])cc1	0	9%	-12%	11%	-3%
12	CCOC(=O)C1(CC2CCCCO2)CCN(C(=O)Nc2ccccc2)CC1 (stereo unspecified)	0	30%	6%	x	-1%

item	BAZ2B inh	PGK inhibitor	ERG-DNA inh	GLS inhibitor
1	x	i	7%	1%
2	-30%	7%	-8%	-4%
3	22µM*	-2%	-1%	7%
4	x	-5%	-4%	6%
5	-19%	-6%	-2%	0%
6	u	i	1%	1%
7	9%	1%	2%	4%
8	-7%	2%	14%	2%
9	162%[activator]	-8%	4%	2%
10	349%[activator]	-4%	-17%	-2%
11	-15%	-1%	-6%	16%
12	-12%	-4%	4%	-3%

# 3 consecutive records from above:
item	SMILES	PI4K2A inh	HP1b binding inh	JMJD2A Tudor inh	G9a block	Pin1 inh
1	COC(=O)c1cc(C#N)c(Oc2ccccc2)nc1C	-4	81%[activator]	16%	x	-7%
2	C/C(CCc1ccccc1)=N/NC(=O)C(=O)NC(C)c1ccccc1 (stereo unspecified)	5	13%	-3%	-2%	0%
3	Cc1cc(NC(=O)CSc2nnc(-c3ccc([N+](=O)[O-])cc3)o2)no1	-7	47%[activator]	89µM*	77%[activator]	0%

item	BAZ2B inh	PGK inhibitor	ERG-DNA inh	GLS inhibitor
1	x	i	7%	1%
2	-30%	7%	-8%	-4%
3	22µM*	-2%	-1%	7%

# The list continues:
item	SMILES	PI4K2A inh	HP1b binding inh	JMJD2A Tudor inh	G9a block	Pin1 inh
13	C=CCNC(=O)C(=O)NN=C1CCN(C)CC1	1	18%	-6%	4%[59 µM]	-8%
14	Cc1cn(C2OC[C@@H](O)[C@@H]2CO)c(=O)[nH]c1=O (stereo partly specified)	0	55%[activator]	14%	8%	1%
15	CCOCCCNS(=O)(=O)c1ccc2c(c1)CCN2C(C)=O	1	47%[activator]	-2%	-7%[2.33 µM]	-4%
16	O=C(CN1C(=O)NC2(CCOc3ccccc32)C1=O)Nc1ccc(Br)cc1F (stereo unspecified)	-2	21%	-19%	0%[12.7 µM]	3%
17	CCN(CC)CCN(C(=O)c1ccc2ccccc2c1)c1nc2ccc(OC)cc2s1	3	-10%[57 µM]	u	79µM*	4%
18	COc1ccc(C)cc1S(=O)(=O)N1CCN(C(=O)c2ncoc2-c2ccc(C)cc2)CC1	-3	49%[activator]	-12%	-24%	-9%
19	Cc1ccc2oc(-c3ccco3)nc2c1	1	14%&53%	5%&14%	-20%[59 µM]	3%&-2%
20	CCOCCCNC(=O)CN1C(=O)COc2ccc(S(=O)(=O)N3CCC(C)CC3)cc21	-5	31%	-12%	x	-11%
21	O=C(COc1ccccc1[N+](=O)[O-])N(Cc1ccco1)C1CCS(=O)(=O)C1 (stereo unspecified)	3	15%	-21%	x	-6%
22	Cc1ccc(NC(=O)CCS(=O)(=O)c2ccccc2)cc1S(=O)(=O)N1CCOCC1	5	24%	-5%	-3%	-2%
23	COc1ccccc1N1CCN(C(=O)CCCC2=NS(=O)(=O)c3ccccc3N2)CC1	6	40%[activator]	-11%	16%	4%
24	O=C(NC1CCSC1)c1cccc(Cl)c1 (stereo unspecified)	-1	18%	-19%	x	6%

item	BAZ2B inh	PGK inhibitor	ERG-DNA inh	GLS inhibitor
13	-1%	-9%[11.5 µM]	x	11%
14	-1%	x	-4%	-8%
15	11%	8%	2%	-3%
16	11%	i	0%	-1%
17	u	-3%	-7%	14%
18	-2%	i	-3%	-5%
19	3%	-13%	5%	7%
20	-13%	-8%	-9%	3%
21	-6%	i	-5%	-4%
22	-8%	0%	-2%	0%
23	9%	-3%	-10%	12%
24	-2%	-5%	13%	-1%

# (next part)
item	SMILES	PI4K2A inh	HP1b binding inh	JMJD2A Tudor inh	G9a block	Pin1 inh
25	Brc1ccccc1OCCN1CCCC1	4	79µM*	20µM*	x	-5%
26	COc1cc(OC)c(OC)cc1CN1CCN(c2ccccc2OC)CC1	-1	u	3.2µM*	u	-13%
27	CCOC(=O)CC(NS(=O)(=O)c1cc(-c2cc(C)no2)ccc1C)c1ccc(C)cc1 (stereo unspecified)	0	5%	-11%	-15%[59 µM]	u
28	Cc1ccc(S(=O)(=O)NNC(=O)C2CC=CCC2C(=O)O)cc1 (stereo unspecified)	0	3%	-26%	-6%	1%
29	O=[N+]([O-])c1ccc(/C=C2\CCC(C3=CCCC3)=C2N2CCOCC2)cc1	3	-18%	u	u	2%
30	CS(=O)(=O)N(CC(=O)Nc1ccccc1F)C1CCCCC1	2	32%	5%	-9%[0.501 µM]	-1%
31	CCOC(=O)c1ccc(NC(=S)N(CCN(C)C)C(C)c2ccncc2)cc1 (stereo unspecified)	-2	36%	-11%	u	0%
32	O=C(CCCn1c(=O)c2ccccc2n(CC(=O)N2CCN(c3ccccc3)CC2)c1=O)NCc1ccco1	2	7%	-8%	2%	-2%
33	COC(=O)c1ccc(N2C(=O)CC(N3CCN(C(=O)c4ccco4)CC3)C2=O)cc1 (stereo unspecified)	4	18%	8%	-24%[12.7 µM]	2%
34	O=C(Nc1ccc2nc(-c3cccs3)[nH]c2c1)c1cccs1	-3	30%	-9%	1%[12.7 µM]	1%
35	CC(C)c1cc(C(=O)O)c2ccccc2n1	1	72%[activator]	-1%[11.4 µM]	4%	2%
36	COC(=O)c1ccc(NC(=O)CN2CCN(CC#N)CC2)cc1	7	50µM*	2.2µM*	10µM*	1%

item	BAZ2B inh	PGK inhibitor	ERG-DNA inh	GLS inhibitor
25	x	2%	9%	13%
26	u	-9%	4%	14%
27	-11%	-6%	2%	-19%
28	-19%	-3%	5%	-4%
29	-6%	-8%	5%	15%
30	10%	-9%	1%	-9%
31	0%	0%	0%	11%
32	10%	11%	-4%	1%
33	-9%	-2%	-4%	-3%
34	-12%	-11%	-3%	8%
35	-23%	-2%	2%	-7%
36	40µM*	-1%	-5%	15%

# Going on with the list:
item	SMILES	PI4K2A inh	HP1b binding inh	JMJD2A Tudor inh	G9a block	Pin1 inh
37	O=[N+]([O-])c1ccc(CN2CCOCCOCCN(Cc3ccc([N+](=O)[O-])cc3)CCOCC2)cc1	-1	-21%	u	u	-1%
38	CCN(CC)S(=O)(=O)c1ccc2c(c1)nc(SCC(=O)N(C)C1CCS(=O)(=O)C1)n2CC (stereo unspecified)	-1	-2%	-16%	u	u
39	O=C1CC(c2ccccc2)c2ccccc21 (stereo unspecified)	0	40%[activator]	7%	18%	-3%
40	Cc1ccc(CNC(=O)c2ccc3c(c2)nc2n3CCCC2)cc1	-2	25%[57 µM]	1%	10%[59 µM]	1%
41	O=c1c([N+](=O)[O-])cccn1Cc1ccccc1Cl	0	43%[activator]	-16%	22%[59 µM]	6%

item	BAZ2B inh	PGK inhibitor	ERG-DNA inh	GLS inhibitor
37	u	i	3%	-18%
38	-21%	-4%	-4%	3%
39	11%	i	6%	-5%
40	2%	11%	-11%	-15%
41	-15%	14%	-5%	-1%

# Screening results deposited in PubChem by National Center for Advancing Translational Sciences (NCATS).
